Source: PubChem
AmpC inh no detg = AmpC beta-lactamase inhibition without detergent. P00811. AmpC nitrocefin hydrolysis, absorbance 480 nm, 0.0001% Triton. Potency, µM (top dose mostly 57.1 µM), inactives show at the top dose activity change, negative = inhibition, hits mostly inhibitors. 330,000 compounds, 0.52% hits;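 also: potency is read from the fitted curve at half-maximal effect; plate controls were no compound for no effect and no enzyme for full effect; nearly all actives have a fitted effect of over 20% in size; some results filed as inactive show a strong effect at the top dose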
Target sequence (P00811 whole entry, looked up): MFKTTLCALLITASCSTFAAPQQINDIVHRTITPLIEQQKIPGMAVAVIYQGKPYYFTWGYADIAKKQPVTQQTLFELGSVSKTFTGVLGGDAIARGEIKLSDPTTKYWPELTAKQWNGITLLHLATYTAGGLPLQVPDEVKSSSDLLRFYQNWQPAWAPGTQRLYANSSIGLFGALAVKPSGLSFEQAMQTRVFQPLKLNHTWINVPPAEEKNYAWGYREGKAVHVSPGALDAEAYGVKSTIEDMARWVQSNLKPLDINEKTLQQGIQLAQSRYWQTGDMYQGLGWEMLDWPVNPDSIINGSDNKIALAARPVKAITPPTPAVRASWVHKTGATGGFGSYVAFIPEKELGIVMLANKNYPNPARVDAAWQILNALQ
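20 mM phosphate pH 7.0 + 0.01% (detergent screen) or 0.0001% Triton X-100; 5.3 nM AmpC reagent; cpd preinc 15 min RT; nitrocefin (800 uM stock) to start; A480 q20 s × 4 min; Activity was normalised to no-enzyme and no-compound control wells.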
AmpC inh detg = AmpC beta-lactamase inhibition with detergent present. AID 485294. AmpC hydrolysis of nitrocefin, absorbance 480 nm, 0.01% Triton. 370,000 compounds, 0.041% hits. Potency, µM (highest dose often 114 µM), inactives show top-dose activity change, negative = inhibition, most hits filed as inhibitors. P00811;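 also: potency is read from the fitted curve at half-maximal effect; 0% = no-compound wells and -100% = no-enzyme wells; nearly all actives have a fitted effect of over 25% in size; some results filed as inactive show a strong effect at the top dose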
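AmpC (5.3 nM in the dispensed reagent) in 20 mM phosphate pH 7.0 with 0.01% (detergent screen) or 0.0001% Triton X-100 was preincubated with compounds for 15 min at room temperature. Nitrocefin was then added from an 800 uM solution, and hydrolysis was followed at 480 nm.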
HCMV antiviral = human cytomegalovirus inhibition; HFF cells, HCMV-luciferase reporter, 72 h; hits give low values; activity change, negative = inhibition, % at 57.5 µM; 410,000 compounds, 4.5% hits; in the data active = activity change below about -60%; inconclusive = no clear call, values can overlap the other calls; inactive = above about -39%
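Human foreskin fibroblasts infected with luciferase-reporter HCMV at MOI 1 PFU/cell, compounds at two doses. Luciferase measured 72 h post infection; normalized to buffer-only basal and Salinomycin (10uM) controls.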
LmPK inhibitor = inhibitors of Leishmania mexicana pyruvate kinase. Q27686. purified LmPK, Kinase-Glo ATP luminescence, 1 h. Potency, µM (highest dose often 57.5 µM), without a hit: at the highest dose activity change, negative = inhibition, usual class: inhibitors. 290,000 compounds, 0.37% hits. AID 1721; also: potency is read from the fitted curve at half-maximal effect
Target sequence (Q27686 whole entry, looked up): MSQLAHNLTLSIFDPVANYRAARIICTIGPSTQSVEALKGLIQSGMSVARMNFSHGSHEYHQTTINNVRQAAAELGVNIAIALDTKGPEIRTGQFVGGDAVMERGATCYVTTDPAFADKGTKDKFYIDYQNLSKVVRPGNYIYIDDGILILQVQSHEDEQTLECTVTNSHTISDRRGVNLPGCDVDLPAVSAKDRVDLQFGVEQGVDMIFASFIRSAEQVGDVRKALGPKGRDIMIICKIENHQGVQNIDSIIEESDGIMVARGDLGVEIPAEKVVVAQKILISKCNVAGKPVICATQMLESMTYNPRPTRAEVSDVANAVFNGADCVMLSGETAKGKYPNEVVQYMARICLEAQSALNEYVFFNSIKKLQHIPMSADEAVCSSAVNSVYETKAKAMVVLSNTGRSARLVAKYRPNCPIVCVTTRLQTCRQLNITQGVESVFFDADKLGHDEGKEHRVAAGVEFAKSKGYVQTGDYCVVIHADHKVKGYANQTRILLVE
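In 50 mM imidazole pH 7.2 with 7 mM MgCl2, LmPK (0.1 nM) turned over PEP (0.5 mM) and ADP (0.1 mM) for 1 h at room temperature. Luciferase read-out of ATP.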
AMA1-RON2 inh = inhibitors of Plasmodium falciparum AMA1-RON2 interaction; AlphaScreen AMA1-biotinylated RON2 peptide binding; Potency, µM (highest dose often 58.2 µM), without a hit: at the highest dose activity change, negative = inhibition, usual class: inhibitors; 360,000 compounds, 0.2% hits;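 also: potency is read from the fitted curve at half-maximal effect; 0% = vehicle wells and -100% = peptide control; nearly all actives have a fitted effect of over 45% in size; some results filed as inactive show a strong effect at the top dose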
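AMA1 (3D7) with his tag at 25 nM final met compounds first, then biotinylated RON2 peptide at 25 nM; detection used donor plus acceptor beads, 10 µg/mL apiece, read by AlphaScreen after 30 min at room temperature.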
Tb PYK inh = inhibitors of Trypanosoma brucei pyruvate kinase. Q57TT1. TbPYK enzyme, Kinase-Glo Plus ATP luminescence, 45 min. Potency, µM (top dose mostly 76.8 µM), inactives show top-dose activity, negative = inhibition, most hits filed as inhibitors. 410,000 compounds, 0.12% hits. AID 624173; also: potency is read from the fitted curve at half-maximal effect; nearly all actives have a fitted effect of over 50% in size
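Readout: single end-point luminescence (Kinase-Glo Plus, 10 min). Reaction conditions were TbPYK/substrate plus 130 uM ADP, 45 min at RT, pH 7.2 TEA buffer. No-enzyme wells served as controls, and data were normalized before concentration-response fitting.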
Sm TGR inh = blocks Schistosoma mansoni thioredoxin glutathione reductase | Q962Y6 | 360,000 compounds, 3% hits | Potency, µM (highest dose often 114 µM), for the others: top-dose activity change, negative = inhibition, usual class: inhibitors | purified TGR, DTNB reduction, TNB absorbance 405 nm; also: potency is read from the fitted curve at half-maximal effect; nearly all actives have a fitted effect of over 60% in size
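First, TGR (20 nM dispensed) and NADPH were mixed with compound. Second, a 15 min room-temperature incubation followed. Third, further NADPH and then DTNB were added to start the reaction. Finally, TNB absorbance was monitored kinetically.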
* marks the source's active call; other numbers are inactive results; ? = inconclusive; nt = not tested or not shown; [ ] = another dose, or the depositor's remark. Unless noted, calls follow the shape of the dose curve; as a rule, active = well fitted curve in the direction sought with a large enough effect; inconclusive = small, poorly fitted or top-dose-only effect, or another doubt; inactive = no such curve, though single readings can be large; an effect the other way counts as inactive or inconclusive. Unless noted, % is scaled to controls: 0 for no effect and ±100 for the full control effect.

SMILES | AmpC inh no detg | AmpC inh detg | HCMV antiviral | LmPK inhibitor | AMA1-RON2 inh | Tb PYK inh | Sm TGR inh
O=C(NCc1ccco1)c1cc(-c2cccs2)on1 | -6% | -8% | 38 | 5% | -9% | 5% | -15%
Nc1cccc2c1C(=O)N(C(=O)/C=C/c1cccc(Br)c1)C2=O | -43% | -5% | ? | 7% | 15% | -1% | 2.5µM*
COc1ccc([C@H](C)NC[C@H](O)c2ccc(O)c(NC=O)c2)cc1 | -34% | 3% | nt | 5% | -6% | -9% | 1%
O=C(O)c1cc(Cl)c(Cl)cc1C(=O)Nc1cccnc1 | -13% | 4% | 19 | 3% | nt | nt | 0%
CCOc1ccc(CN(C)C(=O)CNC(=O)c2cc(OC)c(OC)c(OC)c2)cc1 | -6% | -5% | 17 | -3% | -1% | 0% | -2%
O=C(COc1ccc(S(=O)(=O)Nc2ccccc2)cc1)N1CCOCC1 | -6% | 1% | 1 | 2% | 2% | 2% | 3%
O=C(c1ccc(S(=O)(=O)N2CCCCC2)cc1)N(c1ccccn1)C1CCCCC1 | 54% | 1% | ? | -3% | -9% | 2% | 3%
Cc1ccc(Cn2c(C(=O)O)c(CNC3CCCCCC3)c3ccc(C)cc32)cc1 | nt | -5% | 13 | nt | nt | 2% | 0%
Cn1c(=O)c2c(nc(SCC(=O)N3CCCCCC3)n2C)n(C)c1=O | -14% | 1% | 8 | 0% | -4% | 0% | 1%
CSc1nc(-c2ccco2)nn1C(=O)CCc1ccccc1 | -18% | -6% | 11 | -3% | -5% | 6% | ?
CC(C)(C(=O)N1CCC1(C)C(=O)NS(=O)(=O)c1ccc(Cl)s1)c1ccccc1 (stereo not drawn) | nt | nt | 5 | nt | -2% | 5% | nt
COc1ccc(S(=O)(=O)/C(C#N)=C/Nc2cccc(OC)c2)cc1 | -23% | 1% | ? | -5% | 7% | 6% | 16%
CCOC(CNC(=O)C(=O)NCC(c1ccco1)N1CCN(c2ccc(OC)cc2)CC1)OCC (stereo not drawn) | 67%[activator] | -13% | 59 | 0% | 14% | -5% | -1%
COc1ccccc1N(C)S(=O)(=O)c1ccc(C)c(C(=O)NCc2ccccn2)c1 | -9% | 0% | 0 | nt | 47%[activator] | 4% | 4%
CC(Oc1ccc(Cl)cc1Cl)C(=O)Nc1ccc(N2CCN(C)CC2)cc1 (stereo not drawn) | -3% | -9% | 15 | 2% | -17% | -22% | 5%
CN1CCN(c2ccc(CNC(=O)C3(C)Cc4c(-c5ccc(C(N)=O)cc5)ccnc4O3)cc2)CC1 (stereo not drawn) | nt | nt | 31 | nt | 40%[activator] | 2% | nt
O=C(c1cccs1)N1CCN(C(=O)C2CCCO2)CC1 (stereo not drawn) | -2% | -3% | 43 | -3% | -2% | -3% | -5%
COc1ccccc1C(=O)NNC(=O)Cc1ccccc1 | -14% | -3% | 16 | 5% | 29% | -1% | -3%
CCCCC1OC23CCCCC2C(C#N)(C(=N)O3)C1(C#N)C#N (stereo not drawn) | -33% | ? | 43 | 6% | 22% | -7% | 0%
O=C(NCCOc1ccccc1)c1ccccc1 | -13% | -3% | 61 | 3% | 11% | -2% | 4%
CO/N=C(/CS(=O)Cc1ccccc1Cl)c1ccc(Cl)cc1Cl (stereo not drawn) | 34% | ? | ? | 2% | -9% | -2% | -18%
CC(C)(C)NCCOCCOc1ccccc1-c1ccccc1 | 32% | 3% | -10 | -3% | -1% | 14% | 6%
CN1CCN(c2ccc(S(=O)(=O)N3CCOCC3)cc2NC(=O)C2CCCCC2)CC1 | nt | nt | 0 | nt | 2% | -14% | nt
CCOC(=O)C(NC(=O)c1cccc(Cl)c1)(OCc1ccc(F)cc1)C(F)(F)F (stereo not drawn) | -9% | 2% | ? | -2% | 9% | 0% | -5%

2 of the compounds above, with two lines to a compound.
Below each compound – AmpC inh no detg, AmpC inh detg, HCMV antiviral, LmPK inhibitor, AMA1-RON2 inh, Tb PYK inh, Sm TGR inh
- CO/N=C(/CS(=O)Cc1ccccc1Cl)c1ccc(Cl)cc1Cl (stereo not drawn)
    34%, ?, ?, 2%, -9%, -2%, -18%
- CCOc1ccc(CN(C)C(=O)CNC(=O)c2cc(OC)c(OC)c(OC)c2)cc1
    -6%, -5%, 17, -3%, -1%, 0%, -2%

Individual results from the entries so far:
In HCMV antiviral, CN1CCN(c2ccc(S(=O)(=O)N3CCOCC3)cc2NC(=O)C2CCCCC2)CC1 reads 0
In Sm TGR inh, CCOC(=O)C(NC(=O)c1cccc(Cl)c1)(OCc1ccc(F)cc1)C(F)(F)F (stereo not drawn) reads -5%
In LmPK inhibitor, O=C(c1cccs1)N1CCN(C(=O)C2CCCO2)CC1 (stereo not drawn) reads -3%

Following part
SMILES | AmpC inh no detg | AmpC inh detg | HCMV antiviral | LmPK inhibitor | AMA1-RON2 inh | Tb PYK inh | Sm TGR inh
O=C(O)CC1OCC=C2CN3CCC45C6=CC(=O)C(=O)C([N+](=O)[O-])=C6NC4C1C2CC35 (stereo not drawn) | -2% | -6% | nt | -12% | -10% | 1% | ?
CCCC(=O)Nc1ccc2c(c1)nc1n2CCOC1 | -4% | ? | -17 | -6% | 17% | -1% | 0%
O=C(CN1CCN(c2cccc(Cl)c2)CC1)Nc1ccc([N+](=O)[O-])cc1C(=O)Nc1ccccc1F | -23% | ? | 14 | 4% | 5% | 3% | 5%
O=c1oc2cc(Cl)ccc2n1CSc1nc2ccccc2s1 | -38% | -1% | 159 | 1% | 36%[activator] | -20% | 0%
Cc1nn(-c2ccc(C(=O)O)cc2)c(=O)c2ccccc12 | -4% | 2% | 24 | 1% | -6% | 0% | 6%
CCCNC(=O)c1ccc(-n2c(-c3ccccc3)cc3c2CCCCC3)cc1 | nt | 1% | -87* | nt | nt | 1% | 0%
CC1(C(=O)NCCN2CCOCC2)C=CCN1C(=O)c1ccccc1 (stereo not drawn) | 3% | ? | 33 | -1% | -4% | -1% | -2%
C/C(=N\NC(=O)CNC(=O)c1ccccc1Br)c1ccco1 | -8% | -7% | -25 | -1% | 27% | 2% | 4%
CCOCCCNC(=O)C1CCCN1C(=O)Nc1ccccc1[N+](=O)[O-] (stereo not drawn) | -4% | 2% | 15 | -10% | 1% | -7% | 6%[57.1 µM]
Cc1ccc(/C=N/NC(=O)Cn2nnc(N)n2)cc1 | -13% | 4% | -33 | 0% | 7% | -2% | 4%
CCOC(=O)CNC(c1ccccc1)c1cc(Br)ccc1NC(=O)c1ccc(Cl)cc1 (stereo not drawn) | nt | 5% | -14 | nt | nt | -4% | 1%
COc1ccc(-c2[nH]ncc2CN2CCN(C(=O)c3cccs3)CC2)c(F)c1 | 4% | 4% | 6 | -11% | 2% | 0% | 0%
CCC(=O)Nc1ccc(C2=Nn3c(nnc3C(C)C)SC2)cc1 | -1% | -3% | -19 | 1% | -2% | -23% | -2%
COC(=O)CCCC1=CC2=CC(=O)C(C)(OC(=O)c3cccs3)C(=O)C2=CN1Cc1ccco1 (stereo not drawn) | 60%[activator] | -6% | -3 | 4%[11.5 µM] | -16% | -4% | 35µM*
COc1ccccc1N1CCN(C(=O)C(=O)c2c[nH]c3ccccc23)CC1 | 89%[activator] | -1% | 17 | 3% | -5% | -1% | -1%
Cc1ccc(S(=O)(=O)N2CCC(C(=O)OCc3ccccc3)CC2)cc1C | -6% | 0% | 4 | nt | -18% | 1% | -8%
CC(=O)c1c(C)oc2c1cc(NS(=O)(=O)c1ccc(Cl)c(C)c1)c1ccccc12 | nt | 9% | 27 | nt | nt | -3% | 1%
CCCN(CC(=O)Nc1ccccc1OC)C(=O)c1nc2nc(C)ccn2n1 | -23% | nt | 2 | nt | 2% | -1% | nt
Cc1cccc2c1nc(-c1ccccc1)n1nnnc21 | -17% | ? | -60* | 0% | 4% | -1% | 0%
O=S(=O)(c1cc(Cl)ccc1Cl)N1CCCC1 | -1% | 11% | -22 | 9% | 6% | 4% | -1%
NC(=O)N/N=C/c1cccc(OCc2ccc(F)cc2)c1 | -49% | 0% | -24 | -1% | 0% | -2% | 1%
COc1cccc(NC(=O)c2ccc3c(c2)N(CC(=O)N2CCOCC2)C(=O)C(C)(C)O3)c1 | 47% | 0% | -12 | 5% | -9% | -6% | 1%
CCN(CC)C(=O)CSc1nc(-c2ccc(C)cc2)nc2c1Cc1c(CO)cnc(C)c1O2 | nt | -2% | -16 | nt | nt | 0% | 20µM*
COc1cccc(CNS(=O)(=O)c2ccc3c(c2)oc(=O)n3C)c1 | 0% | 0% | 21 | -5% | -22% | 5% | 0%
CCCOc1nc2c(c(=O)n(C)c(=O)n2C)n1CCC | 6% | -3% | 26 | 2% | 0% | 0% | 1%
CC(C)CNS(=O)(=O)c1ccc2c(c1)OCCO2 | -10% | 3% | -7 | -2% | 23% | 4% | -6%
COCCCn1c(=O)c2sccc2n(Cc2cccc(C)c2)c1=O | 16% | -15% | 0 | -7% | 1% | 3% | 0%
Fc1ccc(C(c2nnnn2Cc2cccs2)N2CCN(c3ccccc3)CC2)cc1 (stereo not drawn) | -12% | ? | 28 | -2% | ? | 1% | -1%
O=C(Nc1ccccc1)c1cc(C2CCCN(C(=O)c3cccs3)C2)on1 (stereo not drawn) | nt | nt | 94 | nt | -2% | -1% | nt
CCC(C)N(C(=O)c1csnn1)C(C(=O)NCc1ccc(F)cc1)c1ccccc1F (stereo not drawn) | 40% | -8% | ? | 0% | -4% | 1% | -8%
CCc1c(N)nc(N)nc1Nc1ccccc1Cl | nt | nt | 4 | nt | 0% | 6% | nt
CC1(C)Oc2ccc3ccc(=O)oc3c2/C(=N/O)C1=O | -14% | -9% | -13 | 4% | 0% | -7% | -4%
CNC(=O)c1c(NC(=O)C2=COCCO2)sc(C)c1C | 2% | -24% | -18 | nt | 16% | 1% | -11%
Cc1cccc(Nc2nnc(SCC(=O)Nc3ccc(C(=O)O)cc3)s2)c1 | -36% | 4% | 0 | -2% | 27% | -2% | -9%
Cc1ccc(CONC(=O)c2cccc([N+](=O)[O-])c2)cc1 | -18% | ? | 0 | nt | -3% | 3% | -23%
O=C(CN1C(=O)CCS(=O)(=O)c2ccccc21)Nc1ccc2c(c1)OCCO2 | -6% | ? | -22 | 3% | 14% | -11% | 0%
COc1ccc(OC)c(NC(=O)CN2CCCN(Cc3ccccc3Cl)S2(=O)=O)c1 | nt | 13% | 0 | nt | nt | 8%[15.4 µM] | 6%
